High-throughput results (PubChem BioAssay)
Pf Dd2 inh: inhibitors of Plasmodium falciparum Dd2 growth | Potency, µM (highest dose often 28.9 µM), for inactives: at the highest dose activity, negative = inhibition, most hits filed as inhibitors | actives 4.3% (n = 120,000) | AID 1347417 | P. falciparum Dd2 growth, SYBR Green, 72 h; active means well fitted inhibition curve with a large enough effect; inconclusive means small, poorly fitted or top-dose-only effect; inactive means no such curve, though single readings can be large or run the other way;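 further: plate controls were DMSO vehicle for no effect and reference drug for full effect; nearly all actives have a fitted effect of over 65% in size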
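Readout: SYBR Green fluorescence, 485 nm excitation, 535 nm emission, after ~16 h lysis at 37C. Before that, Dd2-infected red cells (2.5% hematocrit) grew 72 h with compound, 29 uM top final concentration.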
* marks the source's active call; other numbers are inactive results; i = inactive; ? = inconclusive; [ ] = remark or other dose. Potency means the concentration at half of the fitted maximal effect. Some of the compounds tested, so the mix of outcomes need not match the whole.

SMILES	Pf Dd2 inh
CSc1ccc(C2c3c(oc4cc(C)cc(C)c4c3=O)C(=O)N2CCO)cc1 (stereo not drawn)	?
CCOc1ccc(N2CC(NC(=O)c3ccc(S(=O)(=O)N4CCOCC4)cc3)CC2=O)cc1 (stereo not drawn)	2%
CN(C)C(=O)c1cccnc1OC1CCN(C(=O)c2ccc(Br)o2)C1 (stereo not drawn)	?
COc1ccc(CN2C=C(C(=O)OCc3noc(-c4cccc(F)c4)n3)C(C)=NS2(=O)=O)cc1	?
O=c1oc2c3c(ccc2c2ccccc12)OCN(Cc1cccc(Cl)c1)C3	10µM*
CCCCc1nc2cc(C(=O)NCCNc3nc(C)cc(=O)[nH]3)ccc2o1	-12%
Cc1cccc(C)c1-n1ncc(C(=O)O)c1C1CCN(C(=O)OC(C)(C)C)CC1	-2%
COc1ccc(CC(=O)NC(C)C(=O)N2CCN(c3ccccn3)CC2)cc1Cl (stereo not drawn)	i
CN(Cc1cccnc1)c1nc2c(c(=O)[nH]1)CCN(Cc1ccc(F)cc1Cl)CC2	2.8µM*
CC(C)c1noc(-c2cn(C3CCCN(C(=O)c4ccc(F)cc4)C3)nn2)n1 (stereo not drawn)	i
Cc1ccc(C(=O)N2CCC(CCC(=O)NC3CCCCC3)CC2)cc1	-10%
Cc1ccc2oc([C@H]3CCN(Cc4cccs4)C3)nc2c1	i
COc1ccc(NC(=O)c2cc3n(n2)CC(c2ccc(Cl)cc2)OC3)cc1Cl (stereo not drawn)	?
CC(C)OCCCNC(=O)c1cc(C2CC2)nc2onc(C3CCCN3)c12 (stereo not drawn)	-9%
COc1cccc(C(=O)NC(=NCCc2c[nH]c3ccc(OC)cc23)Nc2nc(C)cc(C)n2)c1	?
CCc1noc(-c2cn(C3CCN(C(=O)c4cc(F)cc(F)c4)CC3)nn2)n1	?
CCN1CCC(N2CCC3(CC2)CN(c2ccncn2)CC3CO)CC1 (stereo not drawn)	11%
COC(=O)c1ccccc1NC(=O)c1cc2nc(-c3ccccc3)cc(-c3ccccc3)n2n1	20%
Cc1ccc(NC(=O)Cn2c(=O)n(CCc3ccccc3)c(=O)c3c4c(sc32)CCCC4)c(C)c1	31%
Cc1cc(C)cc(-n2ccnc2SCC(=O)Nc2nnc(C)s2)c1	i
CCNC(=O)[C@@H]1C[C@H](NC(=O)CCc2ccccc2F)CN1C1CCCC1	i
O=C(NCCc1ccccc1)c1ccc2c(c1)N(Cc1ccc(F)cc1)C(=O)CS2	?
O=C(O)C1(Oc2cccc(F)c2)CCN(Cc2ccc(CO)o2)CC1	-3%
Cc1noc(C)c1-c1cc2c(c(-c3ccccc3O)c1)C(=O)N(C)C2=O	?
Cc1cccc(C(=O)N2CCN(C3CCN(C)C3=O)CC2)c1 (stereo not drawn)	1%

(continued)
SMILES	Pf Dd2 inh
Cc1nc(-c2c3n(c(=O)n(CC(=O)Nc4c(C)cccc4C)c2=O)CCCC3)no1	23%
CCN1CCN(c2cc(C)c3cc(NC(=O)c4cccc(C(F)(F)F)c4)ccc3n2)CC1	5.6µM*
CCOc1ccc(NC(=O)CN(Cc2ccccc2)S(=O)(=O)c2ccc(Cl)cc2)cc1	?
CC(C)c1ccc(CNC(=O)c2noc(-c3ccc4c(c3)OCO4)n2)cc1	i
CCc1ccc(NC(=O)Cn2nc3c(cc2=O)CN(C(C)=O)CC3)cc1	4%
CCn1cc(CN2CCN(C(=O)c3ccc4[nH]ccc4c3)CC2)ccc1=O	16%
Cc1nc(N2CCOCC2)c2c(C(=O)N3CCN(c4cccc(C)c4C)CC3)c(C)oc2n1	?
C[C@H]1[C@@H]2[C@@H](O)C([C@H](C)C(=O)NCc3ccccn3)CC[C@@]2(C)CC[C@@H]1NC(=O)c1ccc(C#N)cc1 (stereo partly drawn)	8.9µM*
O=C1NC(=NC2CCCC2)C2(CCCN(CC3CCCCC3)C2)N1c1cccnc1 (stereo not drawn)	?
COCCN1CCCN(C(=O)C2CCC2)c2ccccc21	i
O=C(CCCn1c(=O)c2cccn2c2ccc(F)cc21)NCc1ccc(Cl)cc1	?
N#Cc1cccc(-c2c(-c3ccccc3)ncn2CCCN2CCC(O)CC2)c1	?
Cc1csc2nc(COc3ccccc3NC(=O)c3ccccc3Cl)cc(=O)n12	-13%
Cc1ccc(C(=O)N2CCCCCCNC(=O)[C@@H]3CCC[C@@H]32)cn1	i
Cc1ccc(Cl)cc1NC(=O)Cn1c(=O)cc(C)c2c(C)nn(C)c21	12%
Cc1ccc(CNc2ncccc2-c2nc(-c3ccc(Cl)cc3)no2)cc1	33%[activator]
Cc1ccccc1CN1Cc2nc(-c3cnn(C)c3)ccc2OCC1=O	i
O=C(c1cccnc1)N1CCCCC1c1noc(COc2ccc(F)cc2)n1 (stereo not drawn)	i
CCc1ccccc1NC(=O)Cn1c(C)cc2nc3n(c(=O)c21)CCCC3	i
Cc1ccccc1CN1CCc2nc(C(=O)NCCOc3ccccc3)oc2CC1	?
Cn1c(=O)oc2cc(S(=O)(=O)NC(Cc3ccccc3)C(=O)NCc3ccc(F)cc3)ccc21 (stereo not drawn)	117%[activator]
CCn1c(CC2CCN(Cc3ccccc3C#N)CC2)nn(C)c1=O	0%
CC1(C(=O)NC2CCOCC2)CCCc2cnc(NCc3ccccc3)nc21 (stereo not drawn)	i
NC(=O)c1cc[nH]c1C1CCCN(C(=O)COc2ccc(F)cc2)C1 (stereo not drawn)	i
CCCOc1cccc(C(=O)Nc2cc(-c3nc4ccccc4[nH]3)ccc2C)c1	-17%

Laid out differently: results already given.
N#Cc1cccc(-c2c(-c3ccccc3)ncn2CCCN2CCC(O)CC2)c1
- Pf Dd2 inh: ?
Cc1csc2nc(COc3ccccc3NC(=O)c3ccccc3Cl)cc(=O)n12
- Pf Dd2 inh: -13%

Next section
SMILES	Pf Dd2 inh
CN(C)C(=O)N1CCC(C(=O)N2CC(=O)N(C3CCCCC3)CC(OCc3ccncc3)C2)CC1 (stereo not drawn)	-30%
COc1cccc(C(=O)NC2(C(F)(F)F)C(=O)Nc3c2c(=O)[nH]c(=O)n3-c2ccc(C)cc2)c1 (stereo not drawn)	34%[activator]
CCOC(=O)c1c(NC(C)=O)c2c3c(sc2n1Cc1cc(C)ccc1C)CCCC3	-9%
CCc1cc(=O)n(CC(=O)NCCc2ccc(Cl)cc2)c(N2CCOCC2)n1	i
O=C(CC1=C2CCCCC2N(Cc2ccc(F)cc2)C1=O)Nc1ccc(F)cc1 (stereo not drawn)	?
C[C@H]1[C@@H]2[C@@H](O)C([C@H](C)C(=O)NCCN3CCOCC3)CC[C@@]2(C)CC[C@@H]1NC(=O)c1ccccc1 (stereo partly drawn)	i
O=C(c1ccccc1F)N1CC2(Cc3ccccc3NC2=O)C1	16%
COc1ccccc1-c1noc(-c2ccc(N3CCN(C)CC3)c([N+](=O)[O-])c2)n1	5%
CC1CCC2(CC1)OCC(C(=O)NC(C)c1ccccc1)N2C(=O)c1cccc(Cl)c1 (stereo not drawn)	i
O=C(C[C@@H]1C[C@H]2O[C@H](CNC3CCCCC3)[C@@H](O)[C@H]2O1)N1CCOCC1	23%[44.1 µM]
Cc1cc(CNC(=O)c2cccc(F)c2F)c2[nH]c(C)c(C)c2c1	10µM*
COC[C@@H]1CN(Cc2ccc(Br)o2)C[C@H]1C(=O)NC1CC1	1%
Cc1ccc(C)c(NC(=O)N2CCC(n3cnnc3C3CC3)C2)c1 (stereo not drawn)	14%
Cc1ccc(-n2nc(-c3c(C)nc4scc(CC(=O)NCc5ccccc5)n4c3=O)cc2C)cc1	-3%
Cc1cccc(-n2nc(C)c(CCC(=O)N3CCSCC3)c2Oc2ccccc2)c1	-2%
Cc1cccc(-n2ncc3c(N4CCCC(C)C4)ncnc32)c1 (stereo not drawn)	i
COc1ccc(NC(=O)C2(C)CN(C)Cc3ccc(NCc4ccccc4)nc32)cc1 (stereo not drawn)	?
Cc1ccc(C(=O)N2CCCCCCn3c(nnc3-c3ccc(F)cc3)CC2)cn1	-18%
CC1CCCC2(C1)OCC(C(=O)NCc1ccccc1)N2C(=O)c1ccccc1F (stereo not drawn)	i
Cn1c(=O)c2c(-c3ccc(Br)cc3)n(Cc3ccc(F)cc3)cc2n(C)c1=O	?
CCn1c(CO)nnc1C1CC(NC(=O)c2scc3c2CCCC3)C1 (stereo not drawn)	-13%
Cc1ccc([C@H]2C[C@@H](O)[C@@H](O)[C@@H]2NCC(C)C)cc1	?
Cc1ccc(C)c(-c2ccc(=O)n(C(C)C(=O)Nc3ccccc3C(F)(F)F)n2)c1 (stereo not drawn)	-7%
CNC(=O)c1c(NC(=O)c2ccc(S(=O)(=O)N3CCC(C)CC3)cc2)sc2c1CCC2	0%
O=C(NC1CCCN(c2cc(-c3ccc(F)cc3)[nH]n2)C1)c1ccc2cc[nH]c2c1 (stereo not drawn)	?

Arranged by count of non-hydrogen atoms (lowest first): part of the list above.
SMILES	Pf Dd2 inh
Cc1ccc([C@H]2C[C@@H](O)[C@@H](O)[C@@H]2NCC(C)C)cc1	?
COC[C@@H]1CN(Cc2ccc(Br)o2)C[C@H]1C(=O)NC1CC1	1%
Cn1c(=O)c2c(-c3ccc(Br)cc3)n(Cc3ccc(F)cc3)cc2n(C)c1=O	?
COc1ccccc1-c1noc(-c2ccc(N3CCN(C)CC3)c([N+](=O)[O-])c2)n1	5%
Cc1ccc(C(=O)N2CCCCCCn3c(nnc3-c3ccc(F)cc3)CC2)cn1	-18%
COc1ccc(NC(=O)C2(C)CN(C)Cc3ccc(NCc4ccccc4)nc32)cc1 (stereo not drawn)	?
C[C@H]1[C@@H]2[C@@H](O)C([C@H](C)C(=O)NCCN3CCOCC3)CC[C@@]2(C)CC[C@@H]1NC(=O)c1ccccc1 (stereo partly drawn)	i

Additional results:
SMILES	Pf Dd2 inh
CC#CCn1cc2c3c(cccc31)[C@H](CC(C)C)N[C@H](C(=O)N1CCN(C)CC1)C2	?
COc1ccc(N2CCN(C(=O)CN3CC4CC(C3)[C@H]3CCCC(=O)N3C4)CC2)cc1 (stereo partly drawn)	-12%
COc1cccc(CNC(=O)C2CCCN(c3nnc(-n4c(C)ccc4C)s3)C2)c1OC (stereo not drawn)	?
COc1ccccc1C(=O)Nc1c(C(=O)N(CCN(C)C)Cc2ccco2)oc2ccccc12	6.3µM*
Cc1nc2nc(SCC(=O)N(Cc3ccccc3)C(C)C)nn2c(C)c1Cc1ccccc1Cl	10%
CC(C)C[C@@H]1N[C@H](C(=O)NCc2ccccc2Cl)Cc2c[nH]c3cccc1c23	i
COC[C@H](C)NC(=O)c1cn2cc(-c3ccc(OC)cc3F)n(C)c(=O)c2n1	-3%
Cc1cccc(-c2nn3c(=O)cc(CN4CCN(C(=O)COc5ccc(Cl)cc5)CC4)nc3s2)c1	-22%
CC(C)(C)C1CCc2c(sc(NC(=O)Cn3nnc(-c4ccccc4Cl)n3)c2C#N)C1 (stereo not drawn)	14%
c1ccc(C(CNc2nccc(-c3ccncc3)n2)N2CCOCC2)nc1 (stereo not drawn)	2%
COc1ccc(N2CCN(C(=O)Cn3c(-c4ccc(F)cc4)nc(C)cc3=O)CC2)cc1	-15%
COc1ccc(-c2nc(CNS(=O)(=O)c3ccccc3)cs2)cc1	31%[activator]
CCc1nnc(SC(CC)C(=O)NCCOC)c2cc3occc3n12 (stereo not drawn)	-11%
OCC1(CCCc2ccccc2)CCCNC1 (stereo not drawn)	i
CCN1CCC(N2CCC3(CC2)CC2C(=O)N(CC)C(=O)N2C3)CC1 (stereo not drawn)	13%
CNC(=O)c1ccc(C2CCCN2C(=O)CCc2cc3n(n2)CCCNC3)s1 (stereo not drawn)	-2%
COc1ccc2oc(-c3ccc(C)c(NC(=O)c4ccc5c(c4)OCCO5)c3)nc2c1	-4%
COc1ccccc1-c1cc([C@H]2CN3CC[C@H]2C[C@@H]3CNS(C)(=O)=O)n(C)n1	i
NC(=O)c1cc[nH]c1C1CCCN(C2CCN(CCc3ccccc3)CC2)C1 (stereo not drawn)	?
Cc1ccc(C(=O)Nc2nnc(S(=O)(=O)N3CCCc4ccccc43)s2)cc1	-9%
Cc1cnc(CC2CCN(C(=O)COc3ccc(F)cc3)CC2)n1Cc1ccc(F)cc1	?
CC(=O)N1CCC2(CC1)CC(C(C)C)=NO2	i
CCOc1ccc(CNC(=O)CN2C(=O)CSc3c2c(C)nn3-c2ccccc2)cc1	16%
CC(C)(Oc1nn(CC2CCOCC2)c2ccccc12)C(=O)NCc1ccncc1	-8%[44.1 µM]
FC(F)(F)c1ccc(CN2CCn3c(nnc3C3CCNCC3)C2)cc1	26%

Going on with the list:
SMILES	Pf Dd2 inh
CC(NC(=O)c1cc2sccc2n1Cc1ccc(F)cc1)c1ccccc1 (stereo not drawn)	i
CN1CC(=O)N(C2CCCCC2)Cc2c1ncnc2N1CCOCC1	6%
Cc1ccc(C(=O)Nc2ccc(-c3cn4cccnc4n3)cc2)cc1C	-22%
O=C(NCc1nnc2n1C(C(=O)N1CCOCC1)CC2)c1ccc(Cl)cc1Cl (stereo not drawn)	11%
Cc1nn2c(c1-c1ccccc1Oc1ccccc1)N(C(=O)C1CCC1)CCC2	-2%[44.1 µM]
O=C(c1ccccn1)N1CCCn2cc(-c3ccccc3)nc21	-24%
Cc1ccc(C(=O)N2CCC(N3CCCC(C(=O)N4CCCC4)C3)CC2)s1 (stereo not drawn)	?
COC[C@H]1CCCN1C(=O)CC[C@@H]1CNC(=O)[C@@H]2C[C@H](NC(=O)Nc3ccc(F)cc3F)CN12	-3%
Cc1cnc(C)n1C1CCN(S(=O)(=O)c2ccccc2)CC1	?
